From PubChem
V1R ag counter – counter-screen for oxytocin receptor agonists: human V1a receptor agonists. 320,000 compounds, 0.25% hits. activation, % at 3 µM. P37288. CHO-V1R cells, Fluo-8 calcium fluorescence, agonist mode; 0% DMSO, 100% 3 nM vasopressin. AID 2797;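 active means activation above the mean activation of all tested compounds plus 3 SD, per screening run, cut at about 20% in these data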;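 further: signal is peak over basal fluorescence ratio across a 100 second FLIPR read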
IMP-1 inhibitor – blocks Pseudomonas aeruginosa IMP-1 metallo-beta-lactamase; purified IMP-1, nitrocefin hydrolysis, epi-absorbance fluorescence; inhibition, % at 5.6 µM; 290,000 compounds, 0.45% hits; AID 1556;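 active means inhibition above the mean plus 3 SD of all compounds in the same screening run, cut at about 4.5% in these data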;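 further: 0% = IMP-1 with DMSO and 100% = DMSO wells lacking enzyme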
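system = purified recombinant IMP-1 beta-lactamase | amount = 0.2 nM IMP-1, as dispensed | medium = HEPES buffer pH 7.1 with ZnSO4 and Brij 35 | times = 25 °C, 15 min preincubation, 25 min reaction | detection = plate fluorescence quenching by hydrolysis product, ex 480/em 530 nm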
DNA FID counter – displaces DNA intercalator in HCV helicase counter-screen | AID 1845 | 290,000 compounds, 0.17% hits | DNA fluorescent intercalator displacement, fluorescence | inhibition, % at 7.9 µM; in the data active means inhibition above about 37%;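 further: 0% = vehicle and 100% = reference compound; higher means more ethidium bromide displaced from hairpin DNA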
GPR7 antagonist – blocks human GPR7 receptor signaling; P48145; GPR7-expressing cells, fluorescence antagonist assay; inhibition, % at 4.4 µM; 290,000 compounds, 1.1% hits; AID 1861; in the data active means inhibition above about 16%, passing the limit was not always enough;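 further: cells stimulated with the agonist NPW; 0% = agonist with vehicle and 100% = vehicle without agonist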
Target sequence (P48145 whole entry, looked up): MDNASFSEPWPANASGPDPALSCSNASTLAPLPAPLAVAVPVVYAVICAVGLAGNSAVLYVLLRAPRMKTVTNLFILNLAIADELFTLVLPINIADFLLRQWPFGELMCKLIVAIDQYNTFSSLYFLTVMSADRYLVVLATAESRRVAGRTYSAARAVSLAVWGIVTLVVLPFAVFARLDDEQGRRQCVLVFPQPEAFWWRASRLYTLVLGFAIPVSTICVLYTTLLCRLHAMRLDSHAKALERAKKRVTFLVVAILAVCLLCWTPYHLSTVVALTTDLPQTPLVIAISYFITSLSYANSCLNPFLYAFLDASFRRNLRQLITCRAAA
PHOSPHO1 block – blocks human PHOSPHO1 phosphatase activity; 290,000 compounds, 1.1% hits; recombinant PHOSPHO1, absorbance phosphatase assay; inhibition, % at 13.3 µM; in the data active means inhibition above about 60%
Target sequence (Q8TCT1 whole entry, looked up): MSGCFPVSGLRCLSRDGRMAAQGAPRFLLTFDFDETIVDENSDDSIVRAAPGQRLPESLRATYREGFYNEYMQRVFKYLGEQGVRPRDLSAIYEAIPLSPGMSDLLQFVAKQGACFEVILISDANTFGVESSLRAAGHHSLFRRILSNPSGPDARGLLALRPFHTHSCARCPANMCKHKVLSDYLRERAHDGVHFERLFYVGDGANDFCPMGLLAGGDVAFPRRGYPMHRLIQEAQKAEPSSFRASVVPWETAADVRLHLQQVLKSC
OXTR agonist – activates the human oxytocin receptor | P30559 | CHO-OTR cells, Fluo-8 calcium fluorescence; normalized: DMSO 0%, oxytocin 100% | activation, % at 3 µM | 320,000 compounds, 0.32% hits | AID 2435;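 active means activation above the mean of all tested compounds plus 3 SD, cutoff set per screening run, cut at about 20% in these data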;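 further: peak over basal fluorescence ratio from a 100 s FLIPR kinetic read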
Target sequence (P30559 whole entry, looked up): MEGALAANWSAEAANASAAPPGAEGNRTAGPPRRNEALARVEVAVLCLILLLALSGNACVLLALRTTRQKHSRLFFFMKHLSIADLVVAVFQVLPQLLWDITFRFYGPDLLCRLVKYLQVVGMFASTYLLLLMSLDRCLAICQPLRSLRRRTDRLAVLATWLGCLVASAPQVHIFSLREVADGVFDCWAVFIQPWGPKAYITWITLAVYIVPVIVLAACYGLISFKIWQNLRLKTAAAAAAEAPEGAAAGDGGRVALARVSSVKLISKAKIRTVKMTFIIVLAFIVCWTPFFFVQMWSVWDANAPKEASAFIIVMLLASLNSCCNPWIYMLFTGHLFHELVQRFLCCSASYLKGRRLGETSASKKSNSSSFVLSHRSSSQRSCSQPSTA
VIM-2 inh – inhibitors of Pseudomonas aeruginosa VIM-2 metallo-beta-lactamase. purified VIM-2, nitrocefin hydrolysis, epi-absorbance fluorescence. inhibition, % at 5.6 µM. 290,000 compounds, 0.89% hits;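 active means inhibition above the mean of all tested compounds plus 3 SD, cutoff set per screening run, cut at about 7.5% in these data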;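 further: red hydrolysis product quenches plate fluorescence so inhibitors raise well fluorescence; 0% = enzyme with DMSO and 100% = DMSO without enzyme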
GalR3 antag – human GalR3 antagonism. HEK293 GalR3-CNG cAMP membrane potential fluorescence; galR3 body fused to GalR1 C-terminus. 360,000 compounds, 0.44% hits. inhibition, % at 3 µM. AID 651719;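 active means inhibition above the screen-wide average plus 3 SD, cut at about 13% in these data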;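 further: forskolin and galanin both at EC90 stimulate the cells; cAMP rise reported by CNG channel membrane potential dye signal; 0% = forskolin plus galanin with DMSO and 100% = forskolin alone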
NS3 helicase inh – HCV NS3 helicase inhibition; 290,000 compounds, 0.56% hits; NS3 helicase DNA unwinding, Cy5 molecular beacon fluorescence; AID 1800; inhibition, % at 10.9 µM;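 active means inhibition above the mean of all tested compounds plus 3 SD, set per campaign, cut at about 35% in these data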;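 further: 0% = DMSO wells and 100% = thioflavine S control wells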
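assay system = NS3 helicase fragment of HCV | buffer or medium = MOPS pH 6.5, MgCl2, DTT, Tween20, BSA | timing = 60 min unwinding reaction at 25 °C after ATP addition | signal = Cy5 beacon fluorescence read at start and 1 h | read-out basis = % inhibition of unwinding | control set = low DMSO, high thioflavine S at 110 µM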
An asterisk follows results filed as active; x = not tested or not shown.

cpd	Molecule	V1R ag counter	IMP-1 inhibitor	DNA FID counter	GPR7 antagonist	PHOSPHO1 block	OXTR agonist	VIM-2 inh	GalR3 antag	NS3 helicase inh
1	CC1(C)CC(=O)C(CCC(=O)c2ccccc2)C(C)(C)N1 (stereo unspecified)	1.2	-3.8	9	12	-20	0.7	-4.6	-4	-1
2	CCN(CC(=O)Nc1ccc(S(N)(=O)=O)cc1)S(=O)(=O)c1cc(C)ccc1OC	-0.4	-1.5	-4	-17	-1	-0.1	1.0	-1	-2
3	Cc1cc(C(=O)COC(=O)CC2Sc3ccccc3NC2=O)c(C)n1-c1ccc(Br)cc1 (stereo unspecified)	0.4	-2.6	-20	-11	-7	0.8	-2.4	-6	17
4	CC1CC(=O)C2=C(C1)Nc1ccccc1N=C2 (stereo unspecified)	0.1	-4.6	-8	2	9	0.4	-1.6	-6	24
5	COc1ccc(NS(=O)(=O)c2cccc(C(=O)N/N=C(\C)c3ccncc3)c2)cc1	0.0	-1.2	-8	7	3	-2.6	-0.5	4	-19
6	Cc1ccc(C(=O)NCc2ccco2)cc1[N+](=O)[O-]	-0.4	-2.3	-1	1	33	-0.3	-2.8	-2	0
7	C[N+]1(CC(=O)OCCCC2CCCCC2)CCCC1	0.6	-1.0	4	-11	19	0.2	-1.4	7	8
8	CCOC(=O)Cc1nnc2c(Nc3ccccc3F)nc3nonc3n12	10	-2.5	-2	-8	13	11	-6.6	7	14
9	Cc1ccc(N2CCN(C(=S)Nc3ccccc3C)CC2)cc1	0.9	-1.3	-9	-16	14	0.8	-1.7	-11	6
10	COCCCNCCOCCOc1ccc(C)cc1[N+](=O)[O-]	0.1	-5.7	11	-9	31	0.9	-3.9	-4	1
11	CC(Nc1nc(N2CCN(CCO)CC2)nc2ccccc12)c1ccccc1 (stereo unspecified)	-0.3	-3.5	15	-17	2	0.7	-0.4	-5	-7
12	CC1=C(C(=O)Nc2ccccc2C(=O)NCCCOC(C)C)SCCO1	-0.3	-1.3	-26	-13	46	-1.3	-1.2	-12	-2
13	COc1ccc(C(=O)Oc2ccc(/C=N/NC(=O)c3ccccc3OC)cc2[N+](=O)[O-])cc1	0.3	-3.0	-3	-9	-14	0.0	-2.3	-2	3
14	C/C(=N\Nc1ccc(Cl)c(C(=O)O)c1)c1cc2ccccc2o1	0.0	-1.0	-21	-1	28	-0.4	-0.3	-1	9
15	COc1ccccc1NCCC(=O)OCC(=O)NC1CCCC(C)C1C (stereo unspecified)	-0.7	-0.3	-26	0	7	-2.0	-1.5	2	10
16	N#Cc1cc([N+](=O)[O-])cnc1N(CCO)CCO	0.6	-2.2	8	-4	11	-0.6	0.3	-2	13
17	COc1ccc(NC(=O)c2ccc3nc[nH]c3c2)cc1	-0.1	-2.8	-3	-1	18	-0.3	-4.2	-1	0
18	COn1c(-c2ccc(C)cc2)nc2ncccc21	-1.0	-2.8	-8	-14	28	-2.0	-0.9	-10	-7
19	COc1ccc(Oc2c(C)oc3cc(OC(=O)N4CCOCC4)ccc3c2=O)cc1	1.4	-5.5	-31	-30	11	2.9	-1.7	-5	2
20	COc1ccc(CCNC(=O)C(=O)NCC2OCCN2S(=O)(=O)c2cccs2)cc1 (stereo unspecified)	3.1	-0.5	-28	-3	29	0.1	-0.6	-1	1
21	O=C(NCCCN1CCOCC1)c1cc2ccccc2o1	1.4	-2.4	2	1	-6	1.2	-1.2	0	9
22	O=C(Nc1ccccc1)NC1CCN(Cc2nnnn2C2CCCCC2)CC1	-0.5	-3.0	-15	3	-9	-0.5	-1.5	1	4
23	Cc1ccc(NC(=O)CN(C)S(=O)(=O)c2cccc3nsnc23)cc1C	2.6	-0.2	-12	8	11	-0.1	-0.9	-3	-2
24	Cc1cc(C)n2nc3nc(N4CCCC4)nc(-c4ccccc4)c3c2n1	-1.5	-3.5	-14	-8	-1	-2.1	2.8	x	2
25	CCOCCCNC(=S)Nc1cc(OCC)c(NC(=O)c2ccco2)cc1OCC	1.1	-0.4	10	1	25	7.0	-1.6	-3	6

The list continues.
cpd	Molecule	V1R ag counter	IMP-1 inhibitor	DNA FID counter	GPR7 antagonist	PHOSPHO1 block	OXTR agonist	VIM-2 inh	GalR3 antag	NS3 helicase inh
26	CC(/C=C1\SC(=S)N(C(C(=O)O)C(C)C)C1=O)=C\c1ccccc1 (stereo unspecified)	-0.8	0.2	-21	2	4	-0.4	2.3	-1	36*
27	O=C(O)/C(=C\c1cccc([N+](=O)[O-])c1)c1ccc(S(=O)(=O)N2CCCCC2)s1	-0.3	-1.3	-16	-6	25	0.3	-2.8	-1	44*
28	COc1cc(Cn2cnnn2)ccc1O	0.5	-1.7	2	-11	34	2.1	-2.3	-4	-3
29	COc1ccc(NC(=O)CSc2ccc3nnc(-c4ccccn4)n3n2)cc1OC	2.1	-1.8	-13	-7	48	-0.6	-0.9	-1	1
30	CC1(C)CC(=O)C2=C(C1)c1c(ccc3ccccc13)NC2c1ccc(OCC(=O)O)cc1 (stereo unspecified)	0.2	2.1	-40	-6	55	-0.1	1.7	-1	20
31	O=C(NC(=S)Nc1ccccn1)c1cccc([N+](=O)[O-])c1	-0.8	-4.0	3	-19	15	-2.7	-1.0	-5	-6
32	Cc1cc2c(cc1S(=O)(=O)NCCc1ccc(Cl)cc1)OCC(=O)N2	2.8	-1.0	-13	2	36	7.8	-1.0	x	-2
33	O=C(Nc1nc2ccc(S(=O)(=O)N3CCCC3)cc2s1)C1CCCO1 (stereo unspecified)	0.8	-1.3	-4	0	-18	0.7	-1.8	-2	-3
34	COC(=O)c1cn(-c2nc(C)c3c(n2)CCC3)nn1	0.6	-0.3	-3	-2	-32	0.1	1.3	4	3
35	COc1ccc(N2C(=O)CC2(/C=C/c2ccccc2OC)C(=O)NC2CCCC2)cc1 (stereo unspecified)	-0.6	-3.5	-24	-5	10	-1.3	-4.8	-6	-2
36	COc1cc(C2=NOC(C(=O)Nc3ccc4c(c3)OCO4)C2)cc(OC)c1OC (stereo unspecified)	x	-1.7	-27	6	37	x	-3.2	-13	0
37	CCCCCn1c(=O)[nH]c2cc(C(=O)NCCCN3CCCCC3)ccc2c1=O	0.5	0.0	17	-7	-4	1.0	-0.9	-6	-11
38	Cc1cc(N2C(=O)C(O)=C(C(=O)c3ccco3)C2c2cccnc2)no1 (stereo unspecified)	1.4	-2.6	1	4	1	0.6	1.6	x	-2
39	COc1cccc(Nc2nnc(Cc3cccnc3)c3ccccc23)c1	-1.9	-1.6	-21	-1	34	-2.2	-1.3	-7	17
40	Cc1ccc(-c2cn(-c3ccccc3F)c(=S)[nH]2)cc1	-1.7	-3.0	-19	-8	6	-1.6	-5.2	-7	-4
41	Cc1ccccc1CSc1nnc(-c2cccnc2)n1N	-1.5	-1.0	-4	3	-16	-1.2	-2.9	-3	0
42	O=C(Nc1ccc(Cl)c(Cl)c1)Nc1ccccn1	0.7	-3.5	-9	-19	18	0.0	-2.8	-9	3
43	CS(=O)(=O)N(Cc1cccc(CN(C(C(=O)O)c2ccccc2)S(C)(=O)=O)c1)C(C(=O)O)c1ccccc1 (stereo unspecified)	0.5	0.3	-16	-4	-13	-1.2	0.5	-3	28
44	O=C1CCCC(O)=C1N=Nc1cccc(S(=O)(=O)N2CCOCC2)c1	0.0	-2.8	-4	3	-7	0.0	-0.4	-4	-6
45	CC1CCCCC1NC(=O)CSc1ccsc1[N+](=O)[O-] (stereo unspecified)	x	-2.8	4	-7	30	x	-1.8	-3	1
46	O=c1[nH]c(N2CCc3ccccc3C2)nc2c1CCCC2	x	-3.4	-5	19	x	x	-1.4	x	6
47	COc1ccc(CCNC(=O)C(C(=O)c2ccccc2)n2cc(Cl)ccc2=O)cc1OC (stereo unspecified)	0.0	-1.6	-19	-4	-8	-0.1	-0.7	3	-21
48	O=C(O)CSc1cnc2ccccc2n1	0.8	-1.7	-1	-8	24	-0.4	-2.3	-1	-1
49	CCCCOC(=O)CCCc1ccc([N+](=O)[O-])cc1[N+](=O)[O-]	-1.9	-2.1	-2	-9	16	-0.2	-2.5	-7	6
50	CC(C)CN1CCNC(=O)C1CC(=O)NCCCN1CCCc2ccccc21 (stereo unspecified)	-0.3	-2.3	5	-5	37	-1.3	-2.7	-5	-4

Individual results from above:
Result of `COC(=O)c1cn(-c2nc(C)c3c(n2)CCC3)nn1` in VIM-2 inh: 1.3
Result of `CC1(C)CC(=O)C2=C(C1)c1c(ccc3ccccc13)NC2c1ccc(OCC(=O)O)cc1` (stereo unspecified) in GalR3 antag: -1

(continued)
cpd	Molecule	V1R ag counter	IMP-1 inhibitor	DNA FID counter	GPR7 antagonist	PHOSPHO1 block	OXTR agonist	VIM-2 inh	GalR3 antag	NS3 helicase inh
51	S=C(NCCc1ccccc1)N1CCn2cccc2C1c1cccnc1 (stereo unspecified)	0.0	-3.6	-2	-8	-13	1.4	-5.0	-1	-2
52	Cc1ccc(C2CC(=O)c3cnc(N4CCc5ccccc5C4)nc3C2)cc1 (stereo unspecified)	0.3	-1.4	-1	-9	24	-0.3	-1.8	-3	-1
53	CCCCNC(=O)C(=O)N/N=C/c1cccc(Br)c1	-1.2	-3.6	-6	-6	-2	-2.4	0.1	-3	-10
54	COc1ccc(S(=O)(=O)Oc2cc(C(=S)N3CCOCC3)ccc2OC)cc1	x	-1.9	-19	2	x	x	-2.2	-4	-1
55	CC1CN(c2cc3nccnc3cc2F)CC(C)O1 (stereo unspecified)	0.1	-1.8	-2	-12	14	4.0	-1.9	x	-3
56	CC(C)N=Cc1c(O)[nH]c2ccccc12	-0.2	0.4	-1	3	2	-0.8	-3.2	-8	-4
57	CCC(C)NC(=O)C1(O)c2ccccc2NC(=O)N1c1ccc(C)c(C)c1 (stereo unspecified)	-0.6	-2.0	-6	-4	20	-0.3	0.5	-8	1
58	COC(=O)C1=C(CS(=O)(=O)c2cc(Cl)ccc2OC)NC(=O)NC1c1ccc(O)c(OC)c1 (stereo unspecified)	0.1	-1.2	-7	0	48	-0.6	-3.3	-5	-9
59	CC(=O)Nc1ccc(S(=O)(=O)Nc2ccccc2N2CCOCC2)cc1Cl	5.3	-1.3	-30	-10	33	2.2	-2.6	-4	-5
60	Cc1cc(=O)[nH]c(SCC(=O)Nc2ccc(Br)cc2)c1C#N	12	-4.0	-4	2	13	17	-3.0	-4	2
61	O=[N+]([O-])c1ccc2c(c1)c1ccccc1n2CCO	-2.0	-1.8	4	7	46	0.0	0.9	-8	16
62	CC(C)CCN(C(=O)CNC(=O)c1cccs1)C(C(=O)NC1CCCCC1)c1cccnc1 (stereo unspecified)	-0.3	-2.6	-14	-4	30	-0.8	-1.7	4	1
63	COC(=O)c1cc(-c2ccc(Br)cc2)c2c(=O)n(C)c(=O)n(C)c2n1	-0.3	-2.4	-2	-14	30	-0.6	1.2	-2	1
64	Cc1ccc(OCC(=O)N/N=C/c2ccccc2)c([N+](=O)[O-])c1	x	-3.0	-20	-6	-13	x	-0.5	-9	6
65	COc1ccc(-c2nc(CS(=O)CC(=O)NCc3ccco3)c(C)o2)cc1 (stereo unspecified)	-1.3	-3.8	-17	-9	11	3.6	-5.7	x	9

Compounds as they come; overall some 4.3% were active at least once.
